TEAD-YAP block – TEAD-YAP interaction inhibition; inhibition, % at 9.12 µM; HEK-TIYL cells, TEAD-Gal4/YAP UAS-luciferase luminescence; actives 1.4% (n = 640,000); AID 1259422; in the data active means inhibition above about 32%;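 further: 0% = median of test compound wells and 100% = reference inhibitor wells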
FBW7 activator – activators of human E3 ligase FBW7; AID 1259310; actives 0.13% (n = 650,000); normalized activity (activation), % at 26.1 µM; AlphaScreen FBW7–phospho-cyclin E peptide binding, activator screen; in the data active means normalized activity above about 1.9%;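 further: purified mutant Fbw7 with reduced substrate affinity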
GPR151 activ – activators of human GPR151; Q8TDV0; PathHunter beta-arrestin GPR151 cells, luminescence; activation, % at 11.2 µM; actives 1% (n = 650,000); AID 1508602; in the data active means activation above about 4.9%;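 further: 0% = median of compound wells and 100% = cells with positive control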
Target sequence (Q8TDV0 whole entry, looked up): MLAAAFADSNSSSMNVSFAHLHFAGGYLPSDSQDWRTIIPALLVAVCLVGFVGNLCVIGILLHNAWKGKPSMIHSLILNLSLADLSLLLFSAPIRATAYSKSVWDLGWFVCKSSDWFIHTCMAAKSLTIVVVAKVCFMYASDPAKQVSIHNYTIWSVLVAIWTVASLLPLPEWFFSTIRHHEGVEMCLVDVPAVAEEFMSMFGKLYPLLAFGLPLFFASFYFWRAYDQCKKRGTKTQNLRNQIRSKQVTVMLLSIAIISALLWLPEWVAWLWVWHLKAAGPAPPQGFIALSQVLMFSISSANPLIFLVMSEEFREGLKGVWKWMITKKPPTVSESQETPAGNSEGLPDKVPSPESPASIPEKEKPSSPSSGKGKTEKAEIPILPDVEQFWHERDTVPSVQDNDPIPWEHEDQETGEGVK
MITF primary – inhibitors of human MITF; O75030; AlphaScreen MITF homodimerization, bead proximity signal; inhibition, % at 2.6 µM; actives 0.91% (n = 650,000); AID 1259374; in the data active means inhibition above about 50%;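 further: 0% = vehicle wells with protein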
Target sequence (O75030 whole entry, looked up): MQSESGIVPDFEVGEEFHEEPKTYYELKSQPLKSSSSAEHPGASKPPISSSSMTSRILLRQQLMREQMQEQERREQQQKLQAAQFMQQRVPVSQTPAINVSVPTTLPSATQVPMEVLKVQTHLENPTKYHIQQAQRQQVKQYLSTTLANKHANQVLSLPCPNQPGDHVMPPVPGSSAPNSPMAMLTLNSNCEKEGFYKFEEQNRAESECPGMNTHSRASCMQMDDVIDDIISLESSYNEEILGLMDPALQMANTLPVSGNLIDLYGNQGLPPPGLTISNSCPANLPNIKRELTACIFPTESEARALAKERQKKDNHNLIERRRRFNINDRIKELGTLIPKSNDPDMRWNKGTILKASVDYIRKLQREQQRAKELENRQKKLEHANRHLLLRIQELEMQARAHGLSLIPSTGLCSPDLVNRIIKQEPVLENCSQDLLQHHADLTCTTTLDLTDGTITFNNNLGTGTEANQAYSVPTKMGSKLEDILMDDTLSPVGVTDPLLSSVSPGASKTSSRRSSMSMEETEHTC
Numbers without * were called inactive; / = no result given.

Values run as follows: TEAD-YAP block	FBW7 activator	GPR151 activ	MITF primary
O=C1OC(c2cccc([N+](=O)[O-])c2)=N/C1=C\c1ccccc1
    11	0.2	-0.9	3
CN(C(=O)c1ccc(N2C(=O)CCC2=O)cc1)c1ccccc1
    0	-0.1	1.9	0
COc1cc(OC)cc(C(=O)NC(=S)/N=c2/sc3ccccc3n2C)c1
    -25	0.4	1.0	9
CN1CCN(C(=O)CN2C(=O)c3cccc4cccc2c34)CC1
    -12	0.5	-1.6	2
COc1ccccc1-n1c(SCC(=O)NCc2ccco2)nc2c(sc(=S)n2-c2ccc(C)cc2C)c1=O
    3	0.1	1.5	12
CC(Sc1nnc(N)s1)C(=O)c1c(N)n(C)c(=O)n(C)c1=O (configuration not stated)
    -6	0.1	-0.7	-3
COc1cccc(/C=C2\C(=O)NN(c3ccccc3)C2=O)c1OCC(=O)O
    -6	-0.1	0.9	7
CCOC(=O)c1ccc(CSc2nnc(-c3ccccc3)n2N)cc1
    0	-0.1	2.4	-3
CC(O)Cn1c(N/N=C/c2cccnc2)nc2c1c(=O)[nH]c(=O)n2C (configuration not stated)
    2	0.6	-1.3	-5
CC(C)=CCC/C(C)=C/CO/N=C1\C[C@@H](O)[C@@H](O)[C@@H]2[C@@H]3C(=O)N(Cc4ccc5c(c4)OCO5)C(=O)[C@@H]3CC[C@@H]12
    /	-0.2	0.4	-3
O=C(Nc1ccc2[nH]ncc2c1)C1CCN(C(=O)Nc2ccc(Br)cc2)C1 (configuration not stated)
    -4	0.2	-0.8	-12
N#Cc1c(NC(=O)CCOc2ccccc2)sc2c1CCCC2
    -4	0.3	4.5	15
COC(=O)C(NCC(=O)NCc1ccc(Cl)cc1)C(C)C (configuration not stated)
    5	0.2	-1.4	66*
Cc1ccc(S(=O)(=O)N2CCOCC2)cc1C(N)=O
    5	-0.1	2.1	10
O=C(O)CNC(=O)/C(=C\c1ccccc1)NC(=O)/C=C/c1ccccc1
    4	-0.1	-1.1	-4
COCCNc1ccc2ncc(-c3cnc(OC)nc3OC)n2n1
    -5	0.2	0.4	11
O=C(Nc1c2c(nn1-c1ccc([N+](=O)[O-])cc1)CSC2)c1ccc(F)cc1
    0	0.3	0.5	18
CSCCC(NS(=O)(=O)c1ccc2c3c(cccc13)C(=O)N2C)C(=O)O (configuration not stated)
    6	0.2	0.3	12
Cc1nnc2c(NCc3cccnc3)nc3ccccc3n12
    -1	0.0	1.1	15
CC(C)c1ccc(C2SCC(=O)N2CCCN2CCN(C)CC2)cc1 (configuration not stated)
    -2	1.1	-0.4	17
O=C(NCCc1ccsc1)NCc1cccc2ccccc12
    -7	0.2	0.8	-5
Cc1ccc(C(=O)NNC(=O)c2ccncc2)cc1C
    -2	0.3	-0.4	9
COc1cc(NC(=O)C(CC(C)C)N2Cc3ccccc3C2=O)cc(OC)c1OC (configuration not stated)
    2	0.1	2.2	8
Cc1ccc2occ(CN3CCOc4ccc(C(O)c5cccnc5)cc4C3)c(=O)c2c1 (configuration not stated)
    -6	0.0	0.2	-10
CCCCCOc1ccc(/C=C2\C(=O)N(c3ccc([N+](=O)[O-])cc3)N=C2c2ccccc2)cc1
    -6	0.1	-0.6	20
CCN1C(=O)C(O)(CC(=O)c2ccc(C)cc2C)c2ccccc21 (configuration not stated)
    2	0.0	0.6	14
OCCNc1nc2ccccc2n1CC(O)c1ccccc1 (configuration not stated)
    1	0.0	-0.6	-10
Cc1ccccc1Oc1ccc(S(=O)(=O)NCCCC(=O)O)cc1
    -17	0.2	-0.5	19
O=C(CSc1ccc(-c2ccc(-n3cccn3)cc2)nn1)NCc1ccc(Cl)cc1
    2	0.3	0.0	4
Cc1ccc(C)c2[nH]c(=O)c(CN(CCCO)C(=O)Nc3ccccc3F)cc12
    6	0.1	-0.4	0
Cc1ccccc1NC(=O)NC1(C(=O)NCC2CCCO2)CCCCC1 (configuration not stated)
    9	0.0	-0.4	10
CCN1CCN(C(=O)CN(c2cc(C)cc(C)c2)S(C)(=O)=O)CC1
    8	0.6	-0.5	5
CC(C)COc1ccc2c(c1)Sc1ccccc1N2CCN(C)C
    3	-0.3	1.4	54*
Cc1ccc2c(c1)cc(CN(Cc1cccs1)C(=O)N1CCOCC1)c1nnnn12
    25	-0.2	-0.8	-3
N#C/C(=C(/O)CSc1ccccc1C(=O)O)c1nc2ccccc2s1
    -2	-0.1	-1.0	-1
COc1cc(/C=C2\SC(N3CCOCC3)=NC2=O)cc(OC)c1OC
    0	-0.1	-0.5	18
Cc1ccc(NC2=NC(=S)N(c3cccc(Cl)c3)C23CCC(C(C)(C)C)CC3)cc1 (configuration not stated)
    -18	0.0	1.5	5
CCOC(=O)c1sc2ncn3c(-c4ccco4)nnc3c2c1C
    -2	0.2	-1.0	0
COc1cc(Nc2nc(Nc3ccc(N4CCOCC4)cc3)nc3c2ncn3C(C)C)cc(OC)c1OC
    4	-0.1	0.3	5
O=C(Nc1ncccc1Cl)C1CC1c1ccccc1 (configuration not stated)
    -7	0.1	-1.0	6
O=C(c1cnc2n(c1=O)CCS2)N1CCN(C(c2ccccc2)c2ccccc2)CC1
    1	0.1	-1.7	14
C=CCc1ccc(OCCOc2ccc(/C=C3/C(=N)N4N=C(CC(C)C)SC4=NC3=O)cc2OC)c(OC)c1
    3	0.0	0.3	21
CCC(Nc1ccc(Br)cc1)C(=O)N/N=C/c1ccc(O)c(OC)c1 (configuration not stated)
    2	-0.1	0.6	3
COc1ccccc1N=c1oc2c(C)ncc(CO)c2cc1C(=O)Nc1ccccc1OC
    4	-0.4	-0.8	13
O=C(Oc1ccc(Cl)cc1)N1CCOCC1
    -10	0.2	0.1	7
COc1cc2nc(CN(C)C3CCOC3)nc(N3CCCCC3)c2cc1OC (configuration not stated)
    -10	-0.1	-0.1	-23
COc1ccc(S(N)(=O)=O)cc1C(=O)OCC(=O)c1c(N)n(C)c(=O)n(C)c1=O
    -8	0.1	-2.1	-5
O=C(O)c1cc2sccc2nc1C(F)(F)F
    -2	0.1	-0.4	11
CCc1ccc(C2Oc3ccccc3C3=C2C(c2cccnc2)n2nnnc2N3)cc1 (configuration not stated)
    -4	0.1	-0.7	-3
O=C1C(NCCO)=C(Nc2cccc(Cl)c2)C(=O)c2ccccc21
    -1	-0.5	-1.4	19
COc1cc(/C=C(/C#N)C(N)=S)ccc1OCc1ccccc1
    -33	-0.1	-1.9	-15
CCN(CC)c1nc(C)nc2sc(C(=O)Nc3ccc(OC)c(OC)c3)c(C)c12
    -14	-0.1	1.0	9
O=C1N(c2ccccc2)C[C@@H]2C[C@@H](c3ccc4nonc4c3)N3CCC[C@@]123
    7	0.1	0.5	1
CCOc1cc(/C=C2/SC(=S)N(C)C2=O)cc(Br)c1O
    2	0.0	0.3	12
Cc1nc(SCC2=C(C(=O)OC(C)C)C(c3cccc(F)c3)C(C#N)=C(N)O2)c(C#N)c(C)c1C (configuration not stated)
    2	0.2	2.2	12
C/C=C/Cc1c(C)[nH]c(=S)c(C#N)c1C
    0	0.0	-0.9	0
Nc1ccc(C(=O)OCC(=O)N2CCc3ccccc32)cc1[N+](=O)[O-]
    -10	-0.1	-0.6	-8
CN(C)c1ccc(C2N(c3ccc(F)cc3)C(=O)C3CCCN32)cc1 (configuration not stated)
    -2	-0.3	0.1	0
CCc1cccc(CC)c1NC(=O)CSc1nc2ccc(NC(=O)c3cccc(C)c3)cc2s1
    -7	-0.1	1.5	1
CC(=O)Nc1nc(-c2ccccc2)nc(-c2ccccc2OC(C)=O)n1
    11	0.0	0.1	3

Continuation:
molecule | TEAD-YAP block | FBW7 activator | GPR151 activ | MITF primary
CC1=NNC(=O)C1CC(=O)N/N=C/c1ccc(Br)cc1 (configuration not stated) | 2 | 0.0 | -0.2 | -26
CCOC(=O)c1sc2nc(C)nc(Nc3ccc4c(c3)OCCO4)c2c1C | 14 | 0.0 | 0.9 | 18
Brc1cnc(NCCc2ccccc2)nc1 | -26 | 0.1 | -1.0 | 5
COc1ccc(-c2nnc3n2N=C(c2cccc([N+](=O)[O-])c2)CS3)cc1 | 6 | -0.2 | 4.8 | -20
O=C(Cn1[nH]c(=O)c2ccccc2c1=O)Nc1cccnc1 | 1 | -0.1 | 19* | -14
Cc1ccc(S(=O)(=O)CC(=O)Nc2ccccc2-c2ccccc2)cc1 | 15 | 0.0 | -1.5 | 13
CN(C)C(=O)c1ccc(-c2ccc3c(c2)COC2(CCN(C(=O)c4ccco4)CC2)O3)cc1 | 8 | 0.2 | 0.4 | 6
COc1ccc(CC(=O)Nc2ccc(S(=O)(=O)N3CCC(C)CC3)cc2)cc1 | 13 | 0.0 | -1.7 | 11
COc1cccc(C(=O)N2CCN(S(=O)(=O)c3cc4c5c(c3)CCC(=O)N5CCC4)CC2)c1 | 4 | 0.1 | 1.1 | 11
CCOC(=O)c1c(NC(=S)Nc2ccc(OC(F)F)cc2)sc2c1CCCC2 | -45 | 0.1 | -1.0 | 6
CCOc1cccc(OCCCn2c(-c3ccc(Cl)cc3)nc3ccccc3c2=O)c1 | -17 | 0.1 | 0.5 | -8
COc1ccccc1NS(=O)(=O)c1cc(C(=O)Nc2cccc(C(=O)O)c2)ccc1C | -10 | 0.1 | -1.8 | 22
CCc1cc2c(=O)c(-c3nc4ccccc4[nH]3)c(CCC(=O)O)oc2cc1O | -37 | -0.2 | 0.0 | -1
CCNc1nc2ccc(C(=O)NCCN3CCOCC3)cc2s1 | -10 | 0.3 | -0.6 | 2
C/C(CC(c1ccccc1)c1ccccc1)=N\O | -2 | -0.1 | 0.5 | 4
O=C(CNC(=O)c1ccccc1F)NCCOc1ccccc1Cl | 0 | 0.0 | -1.1 | -3
COC(=O)Cc1c(C)c2ccc(OCc3ccccc3OC)c(C)c2oc1=O | -24 | 0.1 | -0.9 | -6
CN(C(=O)c1ccccc1Cl)C1CCS(=O)(=O)C1 (configuration not stated) | 5 | -0.1 | -0.3 | -8
COc1ccc(C(=O)O)cc1S(=O)(=O)NC1CC1 | 9 | 0.3 | -1.6 | 11
CN(Cc1ccccc1)C(=O)COc1ccc(Cl)cc1 | 7 | 0.7 | -0.5 | 4

A portion from further up, as a working copy:
molecule | TEAD-YAP block | FBW7 activator | GPR151 activ | MITF primary
COc1ccc(CC(=O)Nc2ccc(S(=O)(=O)N3CCC(C)CC3)cc2)cc1 | 13 | 0.0 | -1.7 | 11
COc1cccc(C(=O)N2CCN(S(=O)(=O)c3cc4c5c(c3)CCC(=O)N5CCC4)CC2)c1 | 4 | 0.1 | 1.1 | 11
CCOC(=O)c1c(NC(=S)Nc2ccc(OC(F)F)cc2)sc2c1CCCC2 | -45 | 0.1 | -1.0 | 6
CCOc1cccc(OCCCn2c(-c3ccc(Cl)cc3)nc3ccccc3c2=O)c1 | -17 | 0.1 | 0.5 | -8
COc1ccccc1NS(=O)(=O)c1cc(C(=O)Nc2cccc(C(=O)O)c2)ccc1C | -10 | 0.1 | -1.8 | 22
CCc1cc2c(=O)c(-c3nc4ccccc4[nH]3)c(CCC(=O)O)oc2cc1O | -37 | -0.2 | 0.0 | -1
CCNc1nc2ccc(C(=O)NCCN3CCOCC3)cc2s1 | -10 | 0.3 | -0.6 | 2
C/C(CC(c1ccccc1)c1ccccc1)=N\O | -2 | -0.1 | 0.5 | 4
O=C(CNC(=O)c1ccccc1F)NCCOc1ccccc1Cl | 0 | 0.0 | -1.1 | -3
COC(=O)Cc1c(C)c2ccc(OCc3ccccc3OC)c(C)c2oc1=O | -24 | 0.1 | -0.9 | -6
CN(C(=O)c1ccccc1Cl)C1CCS(=O)(=O)C1 (configuration not stated) | 5 | -0.1 | -0.3 | -8
COc1ccc(C(=O)O)cc1S(=O)(=O)NC1CC1 | 9 | 0.3 | -1.6 | 11
CN(Cc1ccccc1)C(=O)COc1ccc(Cl)cc1 | 7 | 0.7 | -0.5 | 4

(more compounds)
molecule | TEAD-YAP block | FBW7 activator | GPR151 activ | MITF primary
CCOc1ccccc1-c1nnc(SCC(=O)NC2CC3CCC2C3)n1CC (configuration not stated) | 7 | 0.2 | -0.3 | 5
Cc1cc(C)cc(NC(=O)c2nccnc2C(=O)O)c1 | 0 | 0.0 | 0.0 | 3
O=CN1CCN(C(=O)CSc2ncnc3sccc23)CC1 | 10 | 0.1 | 3.1 | 0
C=CCON/C(N)=N/c1nc(C)cc(C)n1 | 9 | 0.0 | -0.6 | -5
Cc1cccc(COc2ccc3c(c2)oc(=O)c2ccccc23)c1 | 7 | 0.1 | 0.2 | -4
COc1ccc(-c2nc(C)cc(Nc3cc(OC)c(OC)c(OC)c3)n2)cn1 | 17 | 0.1 | 0.3 | 14
CCc1cc2c(=O)c(-c3nc4ccccc4[nH]3)coc2cc1O | -19 | 0.0 | -1.2 | -11
Cc1ccc(Oc2ccc(N(C)C(=O)Cc3ccccc3)cc2)nn1 | 10 | -0.2 | 0.4 | -8
COc1ccc(C(=O)Oc2ccc3c(=O)c(Oc4cc(C)cc(C)c4)coc3c2)cc1OC | 3 | 0.0 | -0.6 | 19
COc1ccc(OC)c(/C=C2/C(=N)N3C(c4ccccc4)=CSC3=NC2=O)c1 | -12 | -0.2 | -0.7 | 8
CC12CCC(C(=O)Nc3cccc4ccccc34)(CC1=O)C2(C)C (configuration not stated) | 6 | 0.0 | 0.4 | -18
CCOc1ccc(CNCc2cccs2)cc1 | -21 | 0.4 | -1.4 | -3
CCCCC(=O)Nc1ccc(S(=O)(=O)Nc2cc(OC)ncn2)cc1 | 6 | 0.3 | -0.4 | -4
CNc1ccccc1C(=O)OCC(=O)c1cccc([N+](=O)[O-])c1 | 0 | 0.0 | -1.6 | -20

High-throughput results from PubChem.
